# Screens as filed in PubChem BioAssay.
# EPAC1 antag: qHTS for Antagonist of cAMP-regulated guanine nucleotide exchange factor 3 (EPAC1): primary screen; Rap guanine nucleotide exchange factor 3 (Homo sapiens), O95398; EPAC1 GEF assay, Rap1b-BODIPY-GDP exchange fluorescence; Potency, µM (top dose mostly 115 µM), for inactives: at the highest dose activity change, negative = inhibition, usual class: inhibitors; 0.14% of 360,000 active;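 further: plate controls were vehicle for no effect and positive control for full effect; nearly all actives have a fitted effect of over 50% in size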
# TDP43 rescue: qHTS of TDP-43 Inhibitors | TDP-43 expressing yeast growth rescue, BacTiter-Glo, 24 h | Potency, µM (titrated, usually from 46.1 µM), for inactives: top-dose growth rescue (activation), actives largely listed as activators | 1.8% of 410,000 active; further: % of control where 0% means no effect; nearly all actives have a fitted effect of over 50% in size
#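 Yeast cells expressing TDP-43 under galactose induction are exposed to compounds for 24 hr at 30 deg C. BacTiter-Glo luminescence measures growth, so protective compounds score as activators.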
# FUS yeast rescue: qHTS for Suppressors of FUS Proteinopathy: Primary screen using FUS-linked yeast assay | S. cerevisiae FUS-expressing, growth rescue, OD600, 24 h | Potency, µM (top dose mostly 76.6 µM), for the others: at the top dose growth rescue (activation), actives largely listed as activators | 0.24% of 390,000 active | AID 1347120, 2019;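 further: plate controls were DMSO vehicle for no effect and reference control for full effect; nearly all actives have a fitted effect of over 55% in size; some results filed as inactive show a strong effect at the top dose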
#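 Cultures pregrown in 2.5% raffinose medium are shifted to minimal medium containing 2% galactose to express toxic FUS. Compounds are tested at several concentrations. After 24hr at 30C, growth is quantified at 600 nm absorbance.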
# PTHR1 agonist: qHTS for PTHR1 Agonists: Primary Screen; Parathyroid hormone/parathyroid hormone-related peptide receptor (Homo sapiens), Q03431; HEK293 GP2 PTHR1 cells, GloSensor cAMP luminescence, 1 h; Potency, µM (series often up to 115 µM), inactives show at the highest dose activation, most hits filed as activators; 0.075% of 410,000 active; further: nearly all actives have a fitted effect of over 55% in size; some results filed as inactive show a strong effect at the top dose; inactives centre near -15; many of its hits are not listed in these tables
#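 HEK-293-derived GP2 cells expressing PTHR1 and a GloSensor cAMP reporter, 3,000/well, plated overnight, given luciferin plus IBMX (each 0.5 mM as added) for 1 h at 37 °C, then compound for 1 h at 37 °C. Luminescence was read after 15 min at room temperature.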
# EPAC1 ag: qHTS for Agonist of cAMP-regulated guanine nucleotide exchange factor 3 (EPAC1): primary screen. EPAC1 agonist qHTS, biochemical assay; response scale: 100% = response to 6.5 mM cAMP. Potency, µM (series often up to 154 µM), without a hit: top-dose activation, usual class: activators. 0.073% of 360,000 active. AID 720707, 2013; further: nearly all actives have a fitted effect of over 60% in size
#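 Fluorescent GDP-exchange assay: 100 nM EPAC1 with 250 nM Rap1B preloaded with BODIPY-GDP and 50 uM GDP; compounds tested as concentration series, 5 min at room temperature, then read every 5 min for 30 min (ex 480/em 540 nm); normalized to 6.5 mM cAMP.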
# EPAC2 antag: qHTS for Antagonist of cAMP-regulated guanine nucleotide exchange factor 2 (EPAC2): primary screen. Rap guanine nucleotide exchange factor 4 (Homo sapiens), Q8WZA2. EPAC2 GEF exchange of Rap1B-BODIPY-GDP, fluorescence. 0.18% of 360,000 active. Potency, µM (series often up to 114 µM), inactives show at the top dose activity, negative = inhibition, hits mostly inhibitors; further: on the % scale 0 is the no-effect control and ±100 the full control effect; nearly all actives have a fitted effect of over 45% in size; many of its hits are not listed in these tables
# Target sequence (Q8WZA2 whole entry, looked up): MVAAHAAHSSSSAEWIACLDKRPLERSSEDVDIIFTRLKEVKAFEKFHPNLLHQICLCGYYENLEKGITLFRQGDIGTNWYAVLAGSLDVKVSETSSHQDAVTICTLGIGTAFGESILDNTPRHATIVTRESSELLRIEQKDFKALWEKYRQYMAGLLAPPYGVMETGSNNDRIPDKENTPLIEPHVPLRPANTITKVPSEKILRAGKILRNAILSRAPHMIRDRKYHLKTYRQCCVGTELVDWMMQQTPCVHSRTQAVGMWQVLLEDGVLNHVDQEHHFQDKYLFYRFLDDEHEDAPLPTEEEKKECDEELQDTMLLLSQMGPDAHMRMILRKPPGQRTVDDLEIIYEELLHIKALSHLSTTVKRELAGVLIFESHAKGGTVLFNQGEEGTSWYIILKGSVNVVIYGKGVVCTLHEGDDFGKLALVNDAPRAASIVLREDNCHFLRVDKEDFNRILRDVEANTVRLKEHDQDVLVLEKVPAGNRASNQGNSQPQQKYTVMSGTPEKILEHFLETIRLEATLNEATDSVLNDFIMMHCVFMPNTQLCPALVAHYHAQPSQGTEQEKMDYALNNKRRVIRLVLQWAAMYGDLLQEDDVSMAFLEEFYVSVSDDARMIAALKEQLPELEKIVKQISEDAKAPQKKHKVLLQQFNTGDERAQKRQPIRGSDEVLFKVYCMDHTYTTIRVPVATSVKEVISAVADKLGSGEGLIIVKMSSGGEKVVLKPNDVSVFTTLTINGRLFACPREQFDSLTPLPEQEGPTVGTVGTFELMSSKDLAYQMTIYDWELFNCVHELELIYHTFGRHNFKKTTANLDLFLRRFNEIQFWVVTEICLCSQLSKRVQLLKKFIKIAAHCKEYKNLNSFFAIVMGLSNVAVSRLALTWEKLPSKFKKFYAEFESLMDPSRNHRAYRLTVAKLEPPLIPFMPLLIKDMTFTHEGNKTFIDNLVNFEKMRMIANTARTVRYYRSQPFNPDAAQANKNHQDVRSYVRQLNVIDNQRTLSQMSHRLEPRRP
# aSyn yeast inh: qHTS of alpha-syn Inhibitors. Yeast expressing alpha-synuclein, growth rescue, BacTiter-Glo, 24 h. Potency, µM (highest dose often 46.1 µM), without a hit: at the top dose growth rescue (activation), hits mostly activators. 0.14% of 370,000 active. AID 652106, 2013; further: % of control where 0% means no effect; nearly all actives have a fitted effect of over 65% in size
#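 Galactose-induced alpha-syn yeast (OD600=0.02, raffinose-pregrown) + pinned cpd, 24 hr, 30 deg C; growth by BacTiter-Glo luminescence. Growth restoration scores as activation.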
# EPAC2 ag: qHTS for Agonist of cAMP-regulated guanine nucleotide exchange factor 4 (EPAC2): primary screen; 0.079% of 360,000 active; AID 720711, 2013; EPAC2 activation, biochemical qHTS; response scale: 100% = 6.5 mM cAMP response; Rap guanine nucleotide exchange factor 4 (Homo sapiens), Q8WZA2; Potency, µM (series often up to 154 µM), for inactives: top-dose activation, hits mostly activators; further: nearly all actives have a fitted effect of over 50% in size
#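 Guanine nucleotide exchange by EPAC2 is measured as reduced fluorescence of BODIPY-GDP once it is released from 250 nM Rap1B. Plates are read kinetically for 30 min at room temperature; results are scaled to 6.5 mM cAMP.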
# The depositor's hits bear a star; i = inactive; ? = inconclusive; · = not tested or not shown; [ ] = another dose, or the depositor's remark. The call rests on the fitted dose curve; in most records, active means well fitted curve in the direction sought with a large enough effect; inconclusive means small, poorly fitted or top-dose-only effect, or another doubt; inactive means no such curve, though single readings can be large; an effect the other way counts as inactive or inconclusive. Potency means the concentration at half of the fitted maximal effect. Not all compounds are listed (hit frequency here may not be typical).
1) O=C(NCC1CC1)c1ccc(Nc2nc3ccc(Br)cc3[nH]2)cc1
2) O=C(COC(=O)c1ccc(O)cc1)Nc1ccc2c(c1)OCCO2
3) Cc1cccc(-n2c(Cc3cc(=O)[nH]c(=O)[nH]3)nnc2SCC(=O)N2CCCCC2)c1
4) COc1ccc(-n2ccc(=O)c(C(=O)O)n2)c(OC)c1
5) O=C1c2ccccc2C(Nc2ccc3nc(-c4cccnc4)[nH]c3c2)N1Cc1ccco1 (centres undefined)
6) COc1ccc(NC(=O)NNC(=O)COc2ccc(Cl)cc2C)cc1OC
7) Cc1cc(C(=O)N/N=C/c2c(C)nn(-c3ccccc3)c2C)n[nH]1
8) CC(=O)Nc1cccc(NC(=O)CN2c3cccc4cccc(c34)S2(=O)=O)c1
Compound	1	2	3	4	5	6	7	8
EPAC1 antag	?	-23%	-17%	21%	-24%	-13%	-9%	-5%
TDP43 rescue	11%	-11%	-6%	-12%	9%	-16%	-9%[1.82 µM]	10%
FUS yeast rescue	-4%	11%	2%	-6%	-17%	40%	19%	·
PTHR1 agonist	-24%	-18%	-1%	i	i	-6%	i	-96%[inhibitor]
EPAC1 ag	6%	-6%	4%	7%	-6%	-12%	2%	1%
EPAC2 antag	16%	-14%	-1%	1%	-8%	-2%	-5%	-7%
aSyn yeast inh	-1%	-3%	0%	0%	-1%	0%	10%	1%
EPAC2 ag	11%	12%	8%	2%	1%	11%	3%	-1%

# Results in sequence from the entries so far.
# Entries 3 to 8 in aSyn yeast inh read 0%, 0%, -1%, 0%, 10%, 1%

# An excerpt from above in order of formula weight, rising:
1) O=C(NCC1CC1)c1ccc(Nc2nc3ccc(Br)cc3[nH]2)cc1
5) O=C1c2ccccc2C(Nc2ccc3nc(-c4cccnc4)[nH]c3c2)N1Cc1ccco1 (centres undefined)
3) Cc1cccc(-n2c(Cc3cc(=O)[nH]c(=O)[nH]3)nnc2SCC(=O)N2CCCCC2)c1
Compound	1	5	3
EPAC1 antag	?	-24%	-17%
TDP43 rescue	11%	9%	-6%
FUS yeast rescue	-4%	-17%	2%
PTHR1 agonist	-24%	i	-1%
EPAC1 ag	6%	-6%	4%
EPAC2 antag	16%	-8%	-1%
aSyn yeast inh	-1%	-1%	0%
EPAC2 ag	11%	1%	8%

# The list goes on:
9) CCC(C)c1c(O)nc(SCC(=O)N2CCCCCC2)[nH]c1=O (centres undefined)
10) O=C(c1ccccc1)N1CCCc2ccccc21
11) COc1cc(Nc2ncc3c(n2)CCN(C(=O)Nc2ccc(C(C)C)cc2)C3)cc(OC)c1OC
12) N/C(=N\OC(=O)C12CC3CC(CC(C3)C1)C2)c1ccccc1
13) CCc1cccc2c(C(=O)COC(=O)c3cccc(S(=O)(=O)N(C)C4CCCCC4)c3)c[nH]c12
14) COc1c(N)c2c(c([N+](=O)[O-])c1OC)C(=O)OC2
15) Cc1nn(CCC(=O)NNC(=S)Nc2ccc([N+](=O)[O-])cc2)c(C)c1[N+](=O)[O-]
16) NC(=O)c1ccccc1OCC(=O)c1ccc(Cl)cc1
Compound	9	10	11	12	13	14	15	16
EPAC1 antag	-9%	-6%	?	-2%	5%	?	?	-12%
TDP43 rescue	-7%	?	0%	-9%	2%	13%	?	0%
FUS yeast rescue	7%	-5%	?	9%	·	-3%	-15%	-64%
PTHR1 agonist	-5%	-13%	-45%[inhibitor]	-36%[inhibitor][57.5 µM]	i	i	i	7%
EPAC1 ag	2%	-11%	-1%	-3%	4%	-1%	1%	-18%
EPAC2 antag	3%	1%	-19%	0%	3%	-2%	-9%	12%
aSyn yeast inh	2%	0%	-3%	-29%	-6%	-3%	-3%	9%
EPAC2 ag	7%	1%	-2%	3%	1%	0%	0%	7%

17) COC(=O)C1C(=O)c2c([nH]c(C(=O)OC3CCCC3)c2C)CC1C (centres undefined)
18) COc1ccc(CCNC(=O)COC(=O)c2cc(Cl)nc(Cl)c2)cc1
19) COc1ccc(OCc2cc(C(=O)NCC3CCOCC3)no2)c(Cl)c1
20) CCN1CCN(c2ccc(NC(=O)c3cc4ccccc4cc3OC)cc2C)CC1
21) Cn1nc(C(=O)N2CCc3ccccc3C2)c2ccccc2c1=O
22) CC(=O)N1c2ccc(S(=O)(=O)NCC3CCC(C(=O)N4CCCCC4)CC3)cc2CC1C (centres undefined)
23) O=[N+]([O-])c1ccccc1S(=O)(=O)Nc1ccc2c(c1)OCCO2
24) CCC1CCCCN1CCCNC(=O)C1CCCN(c2ncnc3c2nc2n3CCCCC2)C1 (centres undefined)
Compound	17	18	19	20	21	22	23	24
EPAC1 antag	3%	-11%	6%	-7%	9%	-20%	4%	-19%
TDP43 rescue	19%	?	23%	-13%	16%	9%	21%	-11%
FUS yeast rescue	3%	-2%	10%	2%	-10%	18%	-22%	-3%
PTHR1 agonist	-43%[inhibitor]	i	-30%	-18%	?	-10%	-85%[inhibitor]	i
EPAC1 ag	-10%	-3%	-6%	-3%	2%	1%	-2%	-18%
EPAC2 antag	1%	4%	-4%	4%	2%	-4%	9%	-1%
aSyn yeast inh	3%	-5%	11%	1%	-12%	-7%	-2%	2%
EPAC2 ag	-27%	0%	-2%	-2%	9%	5%	-3%	1%

# From compound 17 as far as 18, copied from above:
17) COC(=O)C1C(=O)c2c([nH]c(C(=O)OC3CCCC3)c2C)CC1C (centres undefined)
18) COc1ccc(CCNC(=O)COC(=O)c2cc(Cl)nc(Cl)c2)cc1
Compound	17	18
EPAC1 antag	3%	-11%
TDP43 rescue	19%	?
FUS yeast rescue	3%	-2%
PTHR1 agonist	-43%[inhibitor]	i
EPAC1 ag	-10%	-3%
EPAC2 antag	1%	4%
aSyn yeast inh	3%	-5%
EPAC2 ag	-27%	0%

# Continuation:
25) Cc1cc(=O)[nH]c(Nc2cccc(F)c2)n1
26) COc1ccc(-c2[nH]ncc2CN2CCN(Cc3cccs3)CC2)c(F)c1
27) COc1ccc(C2/C=C\CN3CCC[C@H]3C(=O)N2Cc2ccc(F)cc2)cc1 (some centres undefined)
28) O=C(NCCC1=CCCCC1)C1CC(=O)N(C2CCCCC2)C1 (centres undefined)
29) Cc1cc(C)c2sc(NNC(=O)c3ccc(S(=O)(=O)N4CCc5ccccc5C4)cc3)nc2c1
30) COc1ccc(N2CCN(C(=O)C3CCC(Cn4c(=S)[nH]c5ccccc5c4=O)CC3)CC2)cc1 (centres undefined)
31) CC(C)CNC(=O)C(=O)NCC1OCCN1S(=O)(=O)c1cccs1 (centres undefined)
32) Cc1ccc(N2CC(C(=O)NC3CCSC3=O)CC2=O)cc1 (centres undefined)
Compound	25	26	27	28	29	30	31	32
EPAC1 antag	-18%	8%	6%	19%	-24%	-8%	-6%	-2%
TDP43 rescue	7%	-6%	8%	-16%	7.9µM*	-6%	-5%	-8%
FUS yeast rescue	-5%	-13%	0%	5%	?	?	11%	-4%
PTHR1 agonist	-4%	-4%	i	i	-13%	-1%[57.5 µM]	-52%	-1%[57.5 µM]
EPAC1 ag	10%	-6%	-15%	-2%	-30%	11%	-23%	7%
EPAC2 antag	-1%	3%	-11%	14%	9%	-24%	1%	0%
aSyn yeast inh	-2%	-5%	11%	3%	5%	-1%	-7%	3%
EPAC2 ag	1%	-3%	-6%	-1%	-2%	6%	-6%	4%

33) CC1CCN(S(=O)(=O)c2ccc(NC(=O)C3CSC4(C)CCC(=O)N34)cc2)CC1 (centres undefined)
34) Cc1nc(NC(=O)c2ccco2)sc1C(=O)O
35) CCN(c1ccccc1)c1nc(Cl)nc2c1cnn2C
36) O=C(NCCN1C(=O)S/C(=C\c2ccc(Cl)c(Cl)c2)C1=O)c1ccc2c(c1)C(=O)N(Cc1ccncc1)C2=O
37) O=C(CN1C(=O)c2cccnc2Oc2ccc(Cl)cc21)NC1CCCCC1
38) Cc1ccccc1OC(C)C(=O)Nc1ccc2c(c1)OCCO2 (centres undefined)
39) COCC(=O)Nc1cc(C)cn(Cc2ccc(F)cc2)c1=O
40) O=S(=O)(c1ccc(Cl)c2ccccc12)N1CCCC1
Compound	33	34	35	36	37	38	39	40
EPAC1 antag	-19%	-7%	-12%	2%	-15%	0%	9%	?
TDP43 rescue	19%	-57%[inhibitor]	-17%	11%	0%	11µM*	15%	·
FUS yeast rescue	?	21%	39%	18%	23%	4%	-31%	12%
PTHR1 agonist	-4%	-16%	6%	-31%[inhibitor]	-11%	i	-10%	-24%
EPAC1 ag	2%	2%	1%	7%	7%	6%	-1%	15%
EPAC2 antag	-4%	-6%	-20%	2%	15%	-16%	4%	?
aSyn yeast inh	-1%	-45%[inhibitor]	-1%	2%	0%	6%	2%	1%
EPAC2 ag	-3%	2%	18%	8%	4%	12%	1%	6%

41) C=CCN=C1NN=C(c2cc(C)n(CC=C)c2C)CS1
42) Cc1cc(C(C)(C)CC(C)(C)C)ccc1OCCOCC[N+](C)(C)Cc1ccccc1
43) CCCCOc1nc2ccccc2nc1C(C#N)C(=O)NC1CCCCC1 (centres undefined)
44) Fc1ccc2cc(-c3cccnc3)ncc2c1
45) O=C1c2ccccc2C(=O)N1CC(O)COc1ccc(Cl)cc1 (centres undefined)
46) Cc1cc(C)cc(NC(=O)C(c2ccccc2)N2CCN(CC(=O)N3CCCC3)CC2)c1 (centres undefined)
47) COc1ccc(-c2cc(=O)c3cc(OC)ccc3o2)cc1
48) O=C(C1=C(O)C(=O)N(CCc2ccccc2)C1c1cccs1)c1ccco1 (centres undefined)
Compound	41	42	43	44	45	46	47	48
EPAC1 antag	0%	-10%	1%	3%	0%	5%	3%	-20%
TDP43 rescue	-34%[inhibitor]	?	12%	13%	2%	-13%	10%	-48%[inhibitor]
FUS yeast rescue	?	-22%	-8%	-14%	32%	4%	-39%	?
PTHR1 agonist	-43%[inhibitor]	-40%[inhibitor]	i	-9%	-8%	-3%	-38%	i
EPAC1 ag	-27%	-23%	-4%	9%	2%	5%	-5%	0%
EPAC2 antag	3%	?	9%	10%	-1%	14%	1%	-19%
aSyn yeast inh	1%	-33%[inhibitor]	7%	4%	1%	-6%	1%	17%
EPAC2 ag	-9%	0%	4%	4%	-9%	-4%	-1%	-10%
